# RmlCD inh 1536: M. tuberculosis RmlC/RmlD coupled enzyme inhibitors, primary screen, biochemical, compound mixtures, 384-well, from 1536-well plates. RmlC+RmlD coupled enzyme assay, percent inhibition; primary screen in compound mixtures. 160,000 tested, 0.03% active. inhibition, % at 3.6 µM. dTDP-4-dehydrorhamnose reductase (Mycobacterium tuberculosis (strain ATCC 25618 / H37Rv)) …. AID 1533, 2009; in the data active = inhibition mostly above about 34%, no sharp cut-off; inconclusive = no clear call, values can overlap the other calls; inactive = mostly below about 22%; note: some results filed as inactive read as strong as hits
# Target sequence (P9WH09 whole entry, looked up): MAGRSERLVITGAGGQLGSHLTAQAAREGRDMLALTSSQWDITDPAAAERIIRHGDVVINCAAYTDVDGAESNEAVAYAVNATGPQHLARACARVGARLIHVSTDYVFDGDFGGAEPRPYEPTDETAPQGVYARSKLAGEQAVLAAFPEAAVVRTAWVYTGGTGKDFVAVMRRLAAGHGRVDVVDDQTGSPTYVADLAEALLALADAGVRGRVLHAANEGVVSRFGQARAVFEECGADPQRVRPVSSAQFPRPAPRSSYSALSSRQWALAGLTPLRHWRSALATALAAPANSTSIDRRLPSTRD
# Target sequence (P9WH11 whole entry, looked up): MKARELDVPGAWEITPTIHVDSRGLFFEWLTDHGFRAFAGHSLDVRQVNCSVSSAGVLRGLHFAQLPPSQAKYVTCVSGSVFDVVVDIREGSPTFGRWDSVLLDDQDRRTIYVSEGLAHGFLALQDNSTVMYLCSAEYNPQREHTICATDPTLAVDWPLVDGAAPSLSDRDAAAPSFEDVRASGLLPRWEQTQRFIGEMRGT
# M. tuberculosis GlmU: inhibition of mycobacterial GlmU enzyme – biochemical, glucosamine-1-phosphate acetyltransferase (AID 1376). Bifunctional protein GlmU (Mycobacterium tuberculosis (strain ATCC 25618 / H37Rv)). M. tuberculosis GlmU acetyltransferase enzyme assay; higher % means a stronger effect. one-dose inhibition, %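 (tested at 30 µM in the primary screen)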; IC50 in µM for titrated hits. 220,000 tested, 0.25% active; in the data active = inhibition above about 13%; inconclusive = no clear call, values can overlap the other calls;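 note: 0% = complete reaction with vehicle and 100% = reaction without substrate; strong numbers were not always called active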
# An asterisk follows results filed as active; ? = inconclusive; . = not tested or not shown. These rows are one share of the data; the hit share may differ from the screen's.
# Values run as follows: RmlCD inh 1536 | M. tuberculosis GlmU
> Cc1cccc(OCCC(=O)Nc2ccc(S(=O)(=O)N3CCCC3)cc2)c1
  . | -0.5%
> O=C(Cc1c[nH]c2ccccc12)N1CCc2ccccc21
  -5 | 0.0%
> O=C(O)c1ccc(COc2ccccc2Cl)cc1
  8 | -1.3%
> CC(=O)[C@@H]1[C@@H]2C(=O)N(C3CCCCC3)C(=O)[C@@H]2C2c3ccccc3C=CN21 (stereo partly drawn)
  2 | 2.1%
> Cc1nc(NC(CC(C)C)C(=O)O)c2nc(C)oc2n1 (stereo not drawn)
  . | 1.4%
> CC(=O)c1c(C)c[nH]c1C
  -6 | -2.1%
> COc1ccc(-n2cc(CNCCCn3ccnc3)c(-c3cccc(F)c3)n2)cc1
  11 | -5.9%
> CN(C)/N=C/c1ccc(OS(=O)(=O)c2ccccc2)cc1
  8 | -4.0%
> CNc1oc(-c2ccco2)nc1C#N
  ? | 6.0%
> CCN1CCN(CC(=O)c2cc(OC)c(OC)c(OC)c2)CC1
  -1 | -6.4%
> Cc1cc(/C=C2\SC(N)=NC2=O)c(C)n1-c1ccccc1
  -13 | .
> CCOC(=O)C1CCN(Cc2ccccc2C(F)(F)F)CC1
  . | 6.3%
> COc1ccccc1C(=O)NCCC(=O)Nc1cccnc1
  . | -2.3%
> COC(=O)Cn1nc(-c2ccccc2)c2ccccc2c1=O
  5 | 3.1%
> CC(=O)Nc1c(C)ccc2nsnc12
  4 | 0.5%
> C=CCNC(=O)c1onc(CSc2ccc(OC)cc2)c1C(=O)O
  . | 2.2%
> CSCCC(NC(=O)C12CC3CC(CC(C3)C1)C2)C(=O)OCC(=O)c1ccccc1 (stereo not drawn)
  79 | 0.5%
> CCOc1cc(CNc2ccc3cn[nH]c3c2)ccc1OC
  50 | 3.9%
> CCSC1=NC(C)(C)C=C(/C=C/c2ccc(Cl)cc2Cl)N1
  . | 6.6%
> CCOC(CNC(=O)c1nnc(Cc2cc(OC)c(OC)c(OC)c2)o1)OCC
  7 | -4.2%
> Cc1cccc(C(=O)N[C@H](C(=O)Nc2nnc(C3CC3)s2)C(C)C)c1
  . | -8.9%
> Cc1cc2occ(CC(=O)O)c2cc1C
  . | 0.6%
> CC(C)CN(CC(C)C)CC(O)CN(c1ccccc1)S(=O)(=O)c1ccccc1[N+](=O)[O-] (stereo not drawn)
  1 | -1.9%
> CCNC(=O)CN(C1CCCCC1)S(=O)(=O)c1ccc(F)cc1
  77 | -2.6%
> O=C1CC(c2cc3c(cc2Br)OCO3)C2=C(CCCC2=O)N1 (stereo not drawn)
  -3 | .
> N#Cc1ccc(CSc2nnc(-c3c[nH]c4ccccc34)n2-c2ccccc2)cc1
  11 | -0.7%
> CC[C@H](C)[C@H](NC(N)=O)C(=O)NCCc1ccc(Cl)cc1
  -7 | -0.1%
> Cn1cnnc1SC/C(O)=C(\C#N)c1nc2ccccc2[nH]1
  12 | -5.8%
> CC(C(=O)Nc1ccccc1-c1ccccc1)N1CCCCC1 (stereo not drawn)
  . | -0.9%
> COc1ccc(/C(O)=C2/C(=O)C(=O)N(CCN(C)C)C2c2ccc(F)cc2)cc1Cl (stereo not drawn)
  5 | 0.8%

# The final 2 records of the part before open the next one.
# Values run as follows: RmlCD inh 1536 | M. tuberculosis GlmU
> CC(C(=O)Nc1ccccc1-c1ccccc1)N1CCCCC1 (stereo not drawn)
  . | -0.9%
> COc1ccc(/C(O)=C2/C(=O)C(=O)N(CCN(C)C)C2c2ccc(F)cc2)cc1Cl (stereo not drawn)
  5 | 0.8%
> c1ccc(CNc2nc(CN3CCOCC3)nc3scc(-c4ccccc4)c23)cc1
  0 | -3.2%
> CC1(C)C(=O)OC(C(=O)c2ccccc2)C(C)(C)C1=O (stereo not drawn)
  33 | 1.3%
> COc1cc2cc(C)c(SCC(=O)N3CCN(C(=O)c4ccco4)CC3)nc2cc1OC
  6 | 1.4%
> Cc1cc(/C=C2\NC(=O)NC2=O)c(C)n1-c1ccc(N2CCOCC2)cc1
  8 | 0.9%
> COCCNC(=O)CSc1nnc2c(Cl)cc(Cl)cn12
  -2 | -1.3%
> O=C(COC(=O)c1ccc2c(c1)OCO2)NCc1ccc2c(c1)OCO2
  . | -4.0%
> O=Cc1c(N2CCCCC2)nc2ccccn2c1=O
  3 | -4.4%
> COc1cc(OC)c(C(=O)NCCCn2ccnc2)cc1OC
  -7 | -4.6%
> C/C(=N\NC(=O)C1COc2ccccc2O1)c1cccs1 (stereo not drawn)
  . | -5.9%
> CN(Cc1cc(=O)n2ccsc2n1)c1ccccc1
  8 | -3.3%
> CSc1nc(N)nc(SCC(=O)c2ccc(C)cc2)c1C#N
  . | 0.4%
> CC(Oc1cccc2c1OC(C)(C)C2)C(=O)O (stereo not drawn)
  . | 1.0%
> CCN(CCCNC(=O)CCn1c(=O)[nH]c2ccsc2c1=O)c1ccccc1
  7 | 0.4%
> CC(C)Cn1c(O)c(N=NC(=O)c2cccc(S(=O)(=O)N3CCCCC3)c2)c2ccccc21
  . | -6.2%
> Cc1ccc(C)c(NNC(=O)C(=O)NNc2cc(C)ccc2C)c1
  14 | -3.5%
> C=C(C)Cn1c(SCC#N)nc2ccccc2c1=O
  4 | 1.6%
> NC(=O)CSc1nnc(C2CC2)n1-c1ccccc1
  4 | 2.2%
> Cc1ccc(CNc2nc(N)c([N+](=O)[O-])c(NCc3ccccc3)n2)cc1
  3 | -1.9%
> Cc1cc(C(=O)N/N=C2\CCCC(=O)C2)c2ccccc2n1
  . | 2.4%
> CCOC(=O)C1Cc2c([nH]c3ccccc23)CN1 (stereo not drawn)
  -2 | -3.2%
> Cc1ccc(S(=O)(=O)N(C)C/N=C(\N)N[N+](=O)[O-])cc1
  11 | -3.4%
> O=S(=O)(c1ccc(S(=O)(=O)N(Cc2ccc(F)cc2)C2CCCC2)cc1)N1CCCC1
  6 | 7.3%
> CC(=O)Nc1ccc(OCCOc2ccc(/C=C3/C(=N)N4C=CSC4=NC3=O)cc2)cc1
  -8 | -2.5%
> Cc1nc2sc(C(c3ccc(Cl)cc3)N3CCOCC3)c(O)n2n1 (stereo not drawn)
  13 | 2.2%
> O=C(NNC(=S)Nc1ccccc1C(F)(F)F)C1CC1
  4 | 0.1%
> Cc1ccc(CCNC(=O)CNC(=S)N(Cc2ccccc2)Cc2cccnc2)cc1
  -39 | 5.7%
> O=c1cc(-c2ccc(O)c(O)c2)oc2cc(O)cc(O)c12
  . | 3.7%
> CCOC(=O)C(C)Oc1cccc2c(=O)n(CC(=O)NCCc3ccccc3)ccc12 (stereo not drawn)
  -6 | 3.5%
> NC(=O)NC(CC(=O)NCCc1ccc(S(N)(=O)=O)cc1)c1ccccc1Cl (stereo not drawn)
  -2 | 0.7%
> O=c1c(-c2nc3ccccc3o2)c2oc3ccccc3n2c2ccccc12
  -8 | 0.1%
> C[N+]1(CC(=O)OCCCc2ccccc2)CCCCC1
  12 | -3.5%
> COc1ccc(-c2csc(Nc3ccc(S(=O)(=O)Nc4cc(C)on4)cc3)n2)cc1C
  9 | -1.4%
> CC(Sc1nncs1)C(=O)Nc1ccc2c(c1)OCO2 (stereo not drawn)
  6 | -11%
> O=C(Nc1ccccc1)N1CCCN(c2c(Cl)cncc2Cl)CC1
  . | 3.7%
> OCCCNC(=S)Nc1ccc2nc(-c3ccccn3)c(-c3ccccn3)nc2c1
  . | 3.0%
> O=C(NCSc1ccnc(SCNC(=O)c2ccccc2)n1)c1ccccc1
  . | 4.2%
> Cc1ccccc1OCC(=O)NCCc1nc2ccccc2[nH]1
  . | 2.0%
> CC(=O)OC(c1nc2ccccc2c(=O)n1C1CC2(OC1=O)c1ccccc1N1C(=O)C(C)(C)N(O)C12)C(C)C (stereo not drawn)
  . | -2.0%
> O=C(OCCNc1ccc(C(F)(F)F)cc1[N+](=O)[O-])c1cc2ccccc2oc1=O
  -13 | 2.1%
> Cc1ccccc1C(=O)Nc1sc2c(c1C(=O)O)CCC2
  4 | 0.3%
> CS/C(=N\S(=O)(=O)c1cccs1)Nc1ccc(F)c(Cl)c1
  -9 | -1.9%
> OC[C@@H](O)[C@@H](O[C@H]1O[C@H](CO)[C@@H](O)[C@H](O)[C@H]1O)[C@H](O)[C@@H](O)CO
  -2 | 3.9%
> O=C(CSc1n[nH]c(=O)[nH]c1=O)NC1CCCCC1
  . | -2.8%
> C=CCOCCN(C)C1=NS(=O)(=O)c2cc([N+](=O)[O-])ccc21
  -8 | 3.0%
> Cc1ccc(SCc2cc(-c3ccc(Cl)cc3)on2)cc1
  11 | -1.9%
> COc1cc2c(cc1OC)C(=O)CC(C)S2 (stereo not drawn)
  -8 | 0.3%
> Cc1ccc(S(=O)(=O)N2CCN(C(C)C(=O)Nc3ccccc3-c3ccccc3)CC2)cc1 (stereo not drawn)
  -10 | 2.5%
> Nn1cc(-c2ccccc2)nc1SCC(=O)N1CCN(S(=O)(=O)c2ccc3ccccc3c2)CC1
  -3 | 0.1%
> CC1(C(=O)OCC(=O)c2c[nH]c3ccccc23)CC1(Cl)Cl (stereo not drawn)
  -3 | .
> COc1cccc(Nc2nc(CN3CCOCC3)nc3sc4c(c23)CCCC4)c1
  9 | -0.6%
> COCC(C)n1c(C)cc(C(=O)COC(=O)c2c(C)nn(-c3ccccc3)c2C)c1C (stereo not drawn)
  9 | -0.4%
> CC(C)(C)NC(=O)C(c1ccccn1)N(C(=O)c1csnn1)C1CCCCC1 (stereo not drawn)
  8 | -0.2%
> C=CCNC(=O)c1sc(=S)n(-c2ccc(C(=O)OCC)cc2)c1N
  -6 | 1.9%
> Cc1cc(S(=O)(=O)N2CCC(N3CCCCC3)CC2)ccc1-n1cnnn1
  . | -1.7%
> CCCc1nn(C)c(C(=O)Nc2cccc(CC)c2)c1Cl
  21 | 8.1%
> Cc1onc(-c2c(Cl)cccc2Cl)c1C(N)=S
  1 | -4.7%
> O=C(CSc1ccccn1)c1ccc2c(c1)OCO2
  . | -3.7%
> O=C(CSc1nc2ccccc2[nH]1)Nc1ccc2c(c1)OCCO2
  . | -1.3%
> CN1OC[C@@H]2COc3ccc4ccccc4c3[C@@H]21
  8 | -3.5%
> Cc1ccc(S(=O)(=O)CCc2nc3ccccc3[nH]2)cc1C
  10 | -8.0%

# The list goes on:
# Values run as follows: RmlCD inh 1536 | M. tuberculosis GlmU
> Cc1ccc(S(=O)(=O)NCC(c2ccco2)N2CCOCC2)cc1 (stereo not drawn)
  -4 | -4.0%
> CCN(Cc1ccccc1)C(=O)COC(=O)Cn1cnc2ccccc21
  1 | -5.1%
> O=C(NC(C(Cl)Cl)N1CCOCC1)c1ccccc1 (stereo not drawn)
  -5 | -0.4%
> COC(=O)C1=C(C)N(Cc2ccccc2)C(=O)N[C@H]1c1ccccc1
  . | 0.9%
> Cn1nnnc1SCC(=O)c1ccc(Br)s1
  -14 | 4.2%
> O=C(NCc1ccc(Cl)cc1)c1n[nH]c([N+](=O)[O-])c1Cl
  . | -0.2%
> COc1ccc(CC(=O)OCc2cc(=O)n3cc(Br)ccc3n2)cc1OC
  1 | 1.5%
> CCn1c(CSc2nc3ccccc3s2)nnc1SCC(=O)c1ccc(O)cc1O
  9 | 13%*
> CCc1ccc(/C=C(\Cl)c2nc3cc(Cl)ccc3c(=O)[nH]2)cc1
  -16 | -3.2%
> CNc1ccc(/C=C(\C#N)c2ccccn2)cc1[N+](=O)[O-]
  -9 | 13%*
> COC(=O)c1ccc([C@@H]2C[C@H]3CN(Cc4cccnc4)C(=O)[C@]34CCCN24)cc1
  7 | 1.5%
> CCc1nnc(NC(=O)CSc2nc3cccnc3n2C2CCCCC2)s1
  -7 | 1.5%
> CCC(CO)NCc1ccc2c(c1)n(C)c(=O)n2C (stereo not drawn)
  -6 | -0.3%
> CC1CCN(S(=O)(=O)N2CCC(C(=O)NCc3cccs3)CC2)CC1
  5 | 0.0%
> COc1ccc(-c2cc(C(F)(F)F)n3nc(C(=O)N4CCOCC4)nc3n2)cc1
  2 | 1.6%
> C=CCOc1ccccc1C1C2=C(CC(C)(C)CC2=O)Nc2c1c(=O)n(C)c(=O)n2C (stereo not drawn)
  -52 | .
> Cn1c(=O)c2c(nc(SCCN3CCCCC3)n2C)n(C)c1=O
  8 | .
> Cc1cccc(N=Cc2c(O)n(-c3ccccc3C)c(=O)[nH]c2=O)c1
  . | -2.8%
> COc1c(C)cc(C(=O)C2CCCN(C(=O)C3=C(C)OCCO3)C2)cc1C (stereo not drawn)
  9 | 1.9%
> CCCc1nc2sc3c(=O)[nH]cnc3c2c2c1CCCC2
  -9 | 6.8%
> O=C1CSC(c2cn(-c3ccccc3)nc2-c2cccs2)N1Cc1ccccc1 (stereo not drawn)
  8 | .
> N#CCC(CNc1ncc(C(F)(F)F)cc1Cl)OC(=O)c1cccc([N+](=O)[O-])c1 (stereo not drawn)
  -9 | 1.5%
> Cc1cccc(NCCC#N)c1
  . | -4.6%
> CCn1c(SCC(=O)Nc2cc3oc4ccccc4c3cc2OC)nnc1-c1cccs1
  -5 | -1.1%

# Seven entries picked at random from those above:
# Values run as follows: RmlCD inh 1536 | M. tuberculosis GlmU
> CNc1ccc(/C=C(\C#N)c2ccccn2)cc1[N+](=O)[O-]
  -9 | 13%*
> Cc1ccc(S(=O)(=O)NCC(c2ccco2)N2CCOCC2)cc1 (stereo not drawn)
  -4 | -4.0%
> O=C(NC(C(Cl)Cl)N1CCOCC1)c1ccccc1 (stereo not drawn)
  -5 | -0.4%
> CC1CCN(S(=O)(=O)N2CCC(C(=O)NCc3cccs3)CC2)CC1
  5 | 0.0%
> O=C1CSC(c2cn(-c3ccccc3)nc2-c2cccs2)N1Cc1ccccc1 (stereo not drawn)
  8 | .
> CCc1ccc(/C=C(\Cl)c2nc3cc(Cl)ccc3c(=O)[nH]2)cc1
  -16 | -3.2%
> Cn1c(=O)c2c(nc(SCCN3CCCCC3)n2C)n(C)c1=O
  8 | .

# Source: PubChem BioAssay (several laboratories)
